Screens from PubChem BioAssay.
RTF Ca sens act = cardiac RTF calcium sensitivity activators, primary screen, biochemical, IANBD-TnC fluorescence, EC20 calcium; Troponin I, cardiac muscle (Homo sapiens) + Troponin T, cardiac muscle (Homo sapiens) + …; IANBD-labeled TnC RTF fluorescence at EC20 calcium; 0% EC20 calcium, 100% full calcium; activation, % at 7.2 µM; 340,000 compounds, 0.24% hits; AID 493008, 2010;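 active = activation above the mean over all tested compounds plus 3 SD, cut at about 30% in these data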;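 also: rise in fluorescence read as greater calcium sensitivity of cardiac thin filaments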
dFosB activator = activators of delta FosB homodimer, primary screen, biochemical, fluorescence polarization, TAMRA-CDK5 oligo, single point | Protein FosB (Mus musculus), P13346 | purified delta FosB; percent of positive-control signal above neutral wells | activation, % at 25 µM | 340,000 compounds, 0.99% hits | AID 493131, 2011;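 active = mean activation above about 17%, with every replicate also reaching it, limit read from the data, passing the limit was not always enough; inconclusive = only one of the two conditions met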;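 also: fluorescence polarization rise as delta FosB binds a TAMRA Cdk5 AP-1 oligo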
Target sequence (P13346 whole entry, looked up): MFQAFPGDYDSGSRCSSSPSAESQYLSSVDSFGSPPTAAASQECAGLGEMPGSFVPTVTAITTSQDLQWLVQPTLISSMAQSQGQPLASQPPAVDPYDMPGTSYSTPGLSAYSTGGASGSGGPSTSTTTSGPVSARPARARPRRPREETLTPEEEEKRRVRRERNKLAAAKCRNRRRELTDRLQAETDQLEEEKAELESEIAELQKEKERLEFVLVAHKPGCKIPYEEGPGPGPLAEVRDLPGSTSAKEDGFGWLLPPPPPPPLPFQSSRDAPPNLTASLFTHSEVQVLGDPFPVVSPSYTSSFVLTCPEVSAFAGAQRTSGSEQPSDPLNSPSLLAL
Rtt109 HAT inh = inhibitors of C. albicans Rtt109/Vps75 HAT, primary screen, biochemical, ThioGlo CoA-SH fluorescence, plate reader | purified Rtt109/Vps75, 4 h | Histone acetyltransferase RTT109 (Candida albicans (strain SC5314 / ATCC MYA-2876)), … | 330,000 compounds, 0.16% hits | inhibition, % at 34.9 µM;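 active = inhibition of at least 50% in every replicate; inconclusive = best replicate reaches 50% inhibition but some replicates fall short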
SR-BI HDL uptake = inhibitors of SR-BI mediated HDL lipid uptake, primary screen, ldlA[mSR-BI] cells, fluorescence, single point; Scavenger receptor class B member 1 (Mus musculus), Q61009; ldlA[mSR-BI] CHO cells, DiI-HDL uptake fluorescence, 3 h; inhibition, % at 12.5 µM; 320,000 compounds, 0.96% hits;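 active = mean replicate inhibition of at least 70% and a set share of replicates each scoring 70 or more; inconclusive = meets just one of the two criteria; inactive = fails both criteria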;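 also: 0% = median of neutral control wells and 100% = median of positive control wells; values of inactives mirror those of a sister screen read the other way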
Target sequence (Q61009 whole entry, looked up): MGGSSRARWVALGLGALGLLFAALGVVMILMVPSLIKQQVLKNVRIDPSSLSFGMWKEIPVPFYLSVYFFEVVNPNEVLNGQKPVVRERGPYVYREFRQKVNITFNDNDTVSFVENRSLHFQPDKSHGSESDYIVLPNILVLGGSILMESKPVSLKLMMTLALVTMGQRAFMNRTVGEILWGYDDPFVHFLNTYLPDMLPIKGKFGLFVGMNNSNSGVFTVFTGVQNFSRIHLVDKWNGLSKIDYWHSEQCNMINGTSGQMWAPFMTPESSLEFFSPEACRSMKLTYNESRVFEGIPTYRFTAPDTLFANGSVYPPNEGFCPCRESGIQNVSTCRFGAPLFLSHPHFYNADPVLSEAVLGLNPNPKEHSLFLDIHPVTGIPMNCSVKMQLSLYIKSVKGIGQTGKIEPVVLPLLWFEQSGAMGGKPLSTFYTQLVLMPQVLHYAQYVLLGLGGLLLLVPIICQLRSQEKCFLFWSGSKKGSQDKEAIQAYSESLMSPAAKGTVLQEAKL
Wnt act = Wnt/beta-catenin pathway activators, primary screen, cell-based, plate reader, single point | Wnt/beta-catenin reporter cell assay, activator | activation, % at 9.35 µM | 300,000 compounds, 1.2% hits | AID 743398, 2014; in the data active = activation above about 30%, passing the limit was not always enough; inconclusive = no clear call, values can overlap the other calls;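 also: 0% = neutral control wells and 100% = positive control wells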
PvdQ inh = P. aeruginosa PvdQ acylase inhibitors, primary screen, biochemical, fluorescence, plate reader and imaging, single point. PvdQ acylase [Pseudomonas aeruginosa LESB58]. purified PvdQ acylase. inhibition, % at 10 µM. 340,000 compounds, 0.063% hits. AID 488965, 2010; in the data active = inhibition above about 30%, passing the limit was not always enough; inconclusive = no clear call, values can overlap the other calls;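 also: 0% = vehicle neutral wells and 100% = reference inhibitor wells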
CDK5 inh = inhibitors of human CDK5/p35 kinase, primary screen, biochemical, single concentration; Cyclin-dependent kinase 5 (Homo sapiens) + Cyclin-dependent kinase 5 activator 1 (Homo …; Recombinant CDK5/p35, ADP-Glo luminescence, 60 min; inhibition, % at 10 µM; 330,000 compounds, 0.01% hits; AID 488839, 2010;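 active = highest replicate inhibition of at least 50% and at least 75% of replicates reaching 50%; inconclusive = only one of the two criteria met; inactive = both criteria failed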;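 also: plate controls were DMSO neutral control for no effect and GW8510 at 10 µM for full effect; many of its hits are not listed in these tables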
HTR5A ag = HTR5A agonists in luminescence cell assay, primary screen, counter-screen for OPRM1-OPRD1 heterodimer agonist project, full-deck HTS | 5-hydroxytryptamine receptor 5A (Homo sapiens), P47898 | activation, % at 9.3 µM | AID 504692, 2011 | 340,000 compounds, 0.61% hits | cell-based; in the data active = activation mostly above about 9.5%, no sharp cut-off; inactive = mostly below about 7.6%;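 also: 0% = cells with vehicle only and 100% = reference agonist; strong numbers were not always called active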
MITF TRPM1 HTS = activators of MITF-driven TRPM1 promoter reporter, primary screen, cell-based, SK-MEL-5, luciferase, single point; SK-MEL-5 TRPM1-promoter luciferase, 24 h; % of positive control, neutral wells = 0; activation, % at 12.5 µM; 300,000 compounds, 0.75% hits; AID 588334, 2011;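 active = mean activation of at least 80% with every replicate also reaching 80%; inconclusive = mean reaches 80% but some replicate falls short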;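 also: 0% = neutral control wells and 100% = parthenolide positive control wells; values of inactives mirror those of a sister screen read the other way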
SR-BI DiI-HDL act = activators of SR-BI mediated DiI-HDL uptake, primary screen, ldlA[mSR-BI] CHO cells, DiI fluorescence; activation, % at 12.5 µM; 320,000 compounds, 0.096% hits; 3 h; 100 = double the neutral-control signal;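 active = mean replicate activation of at least 60% and every replicate at or above 60%; inconclusive = mean or all-replicate condition met, but not both; inactive = mean below 60% and not all replicates reaching 60%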;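 also: 0% = median plate neutral-control signal and 100% = twice that signal; values of inactives mirror those of a sister screen read the other way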
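Assay system: CHO ldlA[mSR-BI] cells, LDL receptor-null, SR-BI overexpressing; medium: Ham's F12 with 0.5% BSA, HEPES 25 mM, pH 7.4; also added: DiI-HDL 10 µg/mL; timing: 3 h uptake period with compound, 37 °C; signal: DiI fluorescence, bottom read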
* hit, by the source's call.

For CCOC(=O)C1CCCN(C2CC(=O)N(c3ccc(C(C)C)cc3)C2=O)C1 (stereo not drawn) the results were RTF Ca sens act -2, dFosB activator 2, Rtt109 HAT inh 12, SR-BI HDL uptake -9, Wnt act -6, PvdQ inh 7, CDK5 inh 0.4, HTR5A ag 1, MITF TRPM1 HTS -4 and SR-BI DiI-HDL act 9.
CCOC(=O)C1CCN(C(=O)CNC(=O)Cn2c(C)cc3ccccc3c2=O)CC1 was read as RTF Ca sens act -4, dFosB activator 3, Rtt109 HAT inh 1, SR-BI HDL uptake -17, Wnt act -1, PvdQ inh 8, CDK5 inh -0.4, HTR5A ag -1, MITF TRPM1 HTS -5 and SR-BI DiI-HDL act 17.
`Cc1nnc(SCC(=O)NC2CC2)s1` gave RTF Ca sens act -1, dFosB activator 5, Rtt109 HAT inh -9, SR-BI HDL uptake -9, Wnt act -1, PvdQ inh 6, CDK5 inh -1.4, HTR5A ag -1, MITF TRPM1 HTS 6 and SR-BI DiI-HDL act 9.
For CN(C)C(=O)CSCc1c(Cl)cccc1Cl the results were RTF Ca sens act 0, dFosB activator -4, Rtt109 HAT inh 11, SR-BI HDL uptake 1, Wnt act 0, PvdQ inh -6, CDK5 inh 1.3, HTR5A ag 2, MITF TRPM1 HTS 6 and SR-BI DiI-HDL act -1.
NC(=O)C1=C[C@@H](c2ccccc2)C[C@@H](OCc2ccc(CO)cc2)O1 was read as RTF Ca sens act 3, dFosB activator 1, Rtt109 HAT inh 10, SR-BI HDL uptake -21, Wnt act 0, PvdQ inh 3, CDK5 inh -0.7, HTR5A ag 2, MITF TRPM1 HTS 4 and SR-BI DiI-HDL act 21.
Screening COc1ccc(N2CCN(C(=O)Nc3cccc(C(F)(F)F)c3)CC2)cc1 returned RTF Ca sens act 6, dFosB activator -10, Rtt109 HAT inh 1, SR-BI HDL uptake 12, Wnt act -6, PvdQ inh -12, CDK5 inh -1.2, HTR5A ag -1, MITF TRPM1 HTS -3 and SR-BI DiI-HDL act -12.
`CCCCC(CC)Cn1c(N)c(C#N)c2nc3ccccc3nc21` (stereo not drawn) gave RTF Ca sens act 8, dFosB activator 0, SR-BI HDL uptake 16, Wnt act -3, PvdQ inh -17, CDK5 inh 2.4, HTR5A ag 2, MITF TRPM1 HTS -14 and SR-BI DiI-HDL act -16.
Screening O=S1(=O)CCS(=O)(=O)C1c1ccccc1 returned RTF Ca sens act 2, dFosB activator -1, Rtt109 HAT inh 2, SR-BI HDL uptake -48, Wnt act 1, PvdQ inh -3, CDK5 inh -2.3, HTR5A ag 2 and SR-BI DiI-HDL act 48.
`CC(N1CCOC1=O)S(=O)(=O)c1ccccc1` (stereo not drawn) gave RTF Ca sens act 2, dFosB activator 0, Rtt109 HAT inh 2, SR-BI HDL uptake -22, Wnt act 2, PvdQ inh -9, CDK5 inh 1.0, HTR5A ag -1, MITF TRPM1 HTS -8 and SR-BI DiI-HDL act 22.
Cc1c(C)n(C)c2ccc(C(=O)N3CCN(c4ccccc4)CC3)cc12 was read as RTF Ca sens act -1, dFosB activator -12, Rtt109 HAT inh 2, SR-BI HDL uptake 13, Wnt act 0, PvdQ inh -11, CDK5 inh 1.1, HTR5A ag 6, MITF TRPM1 HTS -1 and SR-BI DiI-HDL act -13.
Cc1cc(NC(=O)CCCC(=O)N(CC(=O)NC2CCCCC2)c2ccccc2)no1 was read as RTF Ca sens act -1, dFosB activator -2, Rtt109 HAT inh -10, SR-BI HDL uptake 4, Wnt act -3, PvdQ inh -11, CDK5 inh -0.6, HTR5A ag 3, MITF TRPM1 HTS -5 and SR-BI DiI-HDL act -4.
For CC1CCC2(CC1)NC(=O)N(NC(=O)c1cccc(N(C)C)c1)C2=O (stereo not drawn) the results were RTF Ca sens act -7, dFosB activator -9, Rtt109 HAT inh inconclusive, SR-BI HDL uptake -15, Wnt act 1, PvdQ inh 0, CDK5 inh 0.4, HTR5A ag -2, MITF TRPM1 HTS -2 and SR-BI DiI-HDL act 15.
For CCC(=O)c1ccc(N2CCN(C(=O)c3ccccc3Br)CC2)c(F)c1 the results were RTF Ca sens act 4, dFosB activator -2, Rtt109 HAT inh 3, SR-BI HDL uptake 14, Wnt act -1, PvdQ inh -3, CDK5 inh -0.5, HTR5A ag 2, MITF TRPM1 HTS 0 and SR-BI DiI-HDL act -14.
Screening CC(C)N1C(=O)c2ccccc2N(Cc2ccccc2)S1(=O)=O returned RTF Ca sens act 2, dFosB activator -3, Rtt109 HAT inh 2, SR-BI HDL uptake 4, Wnt act -2, PvdQ inh 3, CDK5 inh 0.1, HTR5A ag -5, MITF TRPM1 HTS -15 and SR-BI DiI-HDL act -4.
`COc1cccc(NS(=O)(=O)c2nc3nc(C)cc(C)n3n2)c1` gave RTF Ca sens act 6, dFosB activator -6, Rtt109 HAT inh -10, SR-BI HDL uptake -3, Wnt act 2, PvdQ inh 7, CDK5 inh -0.4, HTR5A ag -3, MITF TRPM1 HTS -5 and SR-BI DiI-HDL act 3.
For N#CCC(=O)Nc1ccc(C(=O)NNC(=O)c2ccccc2-n2cccc2)cc1 the results were RTF Ca sens act 0, dFosB activator -3, Rtt109 HAT inh -9, SR-BI HDL uptake 31, Wnt act 0, PvdQ inh -10, CDK5 inh -0.9, HTR5A ag 7, MITF TRPM1 HTS -4 and SR-BI DiI-HDL act -31.
Screening O=C(Cc1ccccc1)NN1C(=O)C2C3C=CC([C@@H]2C1=O)C31CC1 (stereo partly drawn) returned RTF Ca sens act 11, dFosB activator -5, Rtt109 HAT inh 8, SR-BI HDL uptake -30, PvdQ inh -11, CDK5 inh -1.5, HTR5A ag 0, MITF TRPM1 HTS 3 and SR-BI DiI-HDL act 30.
`O=C(Cn1cc(C(=O)C2CC2)c2ccccc21)Nc1ccc(F)cc1` gave RTF Ca sens act -4, dFosB activator 4, Rtt109 HAT inh 5, SR-BI HDL uptake 11, Wnt act -1, PvdQ inh -10, CDK5 inh -2.3, HTR5A ag -8, MITF TRPM1 HTS -8 and SR-BI DiI-HDL act -11.
`CC(O/N=C/c1ccccc1OC(F)F)C(=O)Nc1cccc(S(=O)(=O)N2CCOCC2)c1` (stereo not drawn) gave RTF Ca sens act 2, dFosB activator 5, Rtt109 HAT inh 7, SR-BI HDL uptake 55, Wnt act -3, PvdQ inh -13, CDK5 inh -1.2, HTR5A ag -5, MITF TRPM1 HTS -4 and SR-BI DiI-HDL act -55.
`O=C(CC1(O)C(=O)N(CCc2ccccc2)c2ccccc21)c1ccco1` (stereo not drawn) gave RTF Ca sens act 3, dFosB activator -6, Rtt109 HAT inh 14, SR-BI HDL uptake -6, Wnt act 0, PvdQ inh -11, CDK5 inh 1.8, HTR5A ag 6, MITF TRPM1 HTS -9 and SR-BI DiI-HDL act 6.
Cc1ccc(OCCCCN2CCC(C)CC2)c(Br)c1 was read as RTF Ca sens act 2, dFosB activator -2, Rtt109 HAT inh 5, SR-BI HDL uptake 7, PvdQ inh -7, CDK5 inh -2.2, HTR5A ag 2, MITF TRPM1 HTS 4 and SR-BI DiI-HDL act -7.
CCOc1cccc(C(=O)NC(=S)Nc2ccc(Cl)cc2C(=O)O)c1 was read as RTF Ca sens act -5, dFosB activator -5, Rtt109 HAT inh 5, SR-BI HDL uptake -23, Wnt act 0, PvdQ inh -5, CDK5 inh 0.2, HTR5A ag 9, MITF TRPM1 HTS 3 and SR-BI DiI-HDL act 23.
Screening COc1cc(NC(=O)C2=COCCO2)c(OC)cc1Cl returned RTF Ca sens act -2, dFosB activator 1, Rtt109 HAT inh 0, SR-BI HDL uptake 29, Wnt act 2, PvdQ inh -3, CDK5 inh -2.5, HTR5A ag -3, MITF TRPM1 HTS -9 and SR-BI DiI-HDL act -29.
`Cc1ccc(C(=O)NC(NC(=O)c2ccc(C)cc2)C(Cl)Cl)cc1` gave RTF Ca sens act -3, dFosB activator 24*, Rtt109 HAT inh -2, SR-BI HDL uptake 16, PvdQ inh -6, CDK5 inh -0.7, HTR5A ag 3, MITF TRPM1 HTS -13 and SR-BI DiI-HDL act -16.
Cc1ccc(S(=O)(=O)N(CC(=O)NCc2ccccc2)C(=O)N2CCN(C)CC2)cc1 was read as RTF Ca sens act 4, dFosB activator 5, Rtt109 HAT inh 15, SR-BI HDL uptake -28, Wnt act 1, PvdQ inh 4, CDK5 inh 0.8, HTR5A ag -3, MITF TRPM1 HTS 5 and SR-BI DiI-HDL act 28.
For CC(=O)Nc1cc(NC(C)=O)cc(C(=O)OCC(=O)N(c2ccccc2)C2CCS(=O)(=O)C2)c1 (stereo not drawn) the results were RTF Ca sens act 2, dFosB activator -12, Rtt109 HAT inh -4, SR-BI HDL uptake -12, Wnt act -6, PvdQ inh -7, CDK5 inh -0.1, HTR5A ag 9, MITF TRPM1 HTS 3 and SR-BI DiI-HDL act 12.
`CC(C)(C)n1nnnc1CN1CCSCC1` gave RTF Ca sens act 4, dFosB activator 3, Rtt109 HAT inh -4, SR-BI HDL uptake -14, Wnt act 1, PvdQ inh 6, CDK5 inh -1.2, HTR5A ag 5 and SR-BI DiI-HDL act 14.
Screening Cc1ccc(C)c(OCC(=O)Nc2cc(C)on2)c1 returned RTF Ca sens act -4, dFosB activator -4, Rtt109 HAT inh -2, Wnt act -1, PvdQ inh 2, CDK5 inh 1.0, HTR5A ag 9 and MITF TRPM1 HTS 78.
Screening Cc1ccc2[nH]c(=O)c(CN(C(=O)c3cccc([N+](=O)[O-])c3)C(C)(C)C)cc2c1 returned RTF Ca sens act -2, dFosB activator -2, Rtt109 HAT inh 15, Wnt act -3, PvdQ inh -4, CDK5 inh -2.1, HTR5A ag -1 and MITF TRPM1 HTS -11.
COc1cc(C(=O)N/N=C/c2ccc(OC(=O)c3ccccc3)c(OC)c2)ccc1O was read as RTF Ca sens act 0, dFosB activator 12, Rtt109 HAT inh 14, SR-BI HDL uptake 63, Wnt act -1, PvdQ inh 8, CDK5 inh -3.7, HTR5A ag 1, MITF TRPM1 HTS -1 and SR-BI DiI-HDL act -63.
`COc1ccc(/C(C)=N/NC(=O)CNC(=O)c2ccco2)cc1` gave RTF Ca sens act -7, dFosB activator -6, Rtt109 HAT inh 1, Wnt act 0, PvdQ inh -5, CDK5 inh -1.1, HTR5A ag 0 and MITF TRPM1 HTS -4.

Rows were taken by chance (roughly 4.4% active in at least one column).
